# TR SRC2 fluor cs – alters Texas Red total fluorescence, flagging assay interference; TRb/SRC2 Texas Red total fluorescence interference; Potency, µM (top dose mostly 106 µM), for the others: at the top dose fluorescence change, negative = quenching; actives 0.29% (n = 280,000); AID 1479; active = well fitted curve in either direction with a large enough effect; inconclusive = small, poorly fitted or top-dose-only effect; note: % is set by controls: 0 for no effect and ±100 for the full control effect
#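 Human TRb ligand-binding domain at 0.6 uM with 20 nM Texas Red SRC2 peptide in Tris buffer containing 1 uM T3 and 5% DMSO, incubated with compound 5 h at ambient temperature. Total fluorescence (555/632 nm) calculated as parallel + 2 × perpendicular.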
# TRb-SRC2 inh – disrupts binding of human TR beta to SRC2; actives 0.065% (n = 280,000); TRbeta-SRC2 peptide binding, fluorescence polarization; receptor liganded with 1 µM T3; Potency, µM (top dose mostly 106 µM), for the others: at the top dose activity change, negative = inhibition, hits mostly inhibitors;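 note: plate controls were bound peptide for no effect and peptide without receptor for full effect; nearly all actives have a fitted effect of over 50% in size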
#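 Human TRb LBD (0.6 uM) plus Texas Red-labeled SRC2 peptide (20 nM), 1uM T3, 5% DMSO, 5 hr at ambient temperature. Decreased polarization (555/632 nm) flags inhibition; data normalized to free and bound peptide controls.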
# Tau fluor cs – counter-screen for tau fibril formation inhibitors | tau K18 P301L Alexa594 fluorescence, heparin fibrillization | Potency, µM (series often up to 57.7 µM), for inactives: top-dose activity change, negative = decrease | actives 0.93% (n = 280,000); note: % is set by controls: 0 for no effect and ±100 for the full control effect; nearly all actives have a fitted effect of over 55% in size
#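 Human K18 P301L tau (15 uM unlabeled plus 0.24 uM Alexa 594-labeled, final) in 100 mM sodium acetate pH 7 was mixed with compound and 20 uM heparin and incubated 6 hr at 37 C.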
# Tau fibril FP – inhibitors of human tau fibril formation; P10636; Potency, µM (titrated, usually from 57.7 µM), inactives show at the highest dose activity, negative = inhibition, usual class: inhibitors; K18 P301L tau heparin fibrillization, Alexa594 FP, 6 h; actives 0.39% (n = 280,000); AID 1468; note: % is set by controls: 0 for no effect and ±100 for the full control effect; nearly all actives have a fitted effect of over 55% in size
# Target sequence (P10636 561-689 P618L limits assumed): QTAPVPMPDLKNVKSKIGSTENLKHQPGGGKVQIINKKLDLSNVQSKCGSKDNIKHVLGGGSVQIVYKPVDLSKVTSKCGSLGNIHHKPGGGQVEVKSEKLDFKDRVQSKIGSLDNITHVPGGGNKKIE
#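 K18 P301L tau (15 uM unlabeled/0.24 uM Alexa 594-labeled, final) + compound + heparin 20 uM final; 100 mM NaOAc pH 7; 6 hr 37 C; ThT 30 uM final added, 1 hr RT; FP ex 555/em 632 nm.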
# Tau ThT inhib – inhibitors of human tau fibril formation, thioflavin T binding. P10636. recombinant tau K18 P301L, heparin-induced fibrillization, ThT fluorescence. Potency, µM (highest dose often 57.4 µM), for the others: top-dose activity, negative = inhibition, usual class: inhibitors. actives 2.1% (n = 270,000); note: % is set by controls: 0 for no effect and ±100 for the full control effect; nearly all actives have a fitted effect of over 55% in size
#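 Using a mix of unlabeled (15 uM) and Alexa 594-labeled (0.24 uM) tau K18 P301L, heparin-triggered fibrillization over 6 hr at 37 C was scored by ThT fluorescence.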
# RECQ1 helicase – RECQ1 (human) helicase inhibition | P46063 | RECQ1 DNA unwinding, red fluorescence kinetic read | Potency, µM (series often up to 57.3 µM), inactives show top-dose activity, negative = inhibition, actives largely listed as inhibitors | actives 0.54% (n = 240,000) | AID 2549;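 note: plate controls were vehicle for no effect and no enzyme for full effect; nearly all actives have a fitted effect of over 30% in size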
#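 RECQ1T1 50 nM; forked duplex (20 bp + 30-nt ss tails) 200 nM, ATP 2 mM final; pH 8.0, 2 mM MgCl2, 2.5 ug/ml poly(dI-dC); 15 min compound preincubation; discontinuous kinetic read over 2 h at RT.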
# HTT ATP protect – protects HTT-Q103 PC12 cells, measured by ATP; PC12 HTT-Q103 induced, cytoprotection, ATP luminescence, 40 h; Potency, µM (titrated, usually from 56.4 µM), for the others: cytoprotection (ATP increase), actives largely listed as activators; actives 0.14% (n = 230,000); AID 1471;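 note: % of control where 0% means no effect; nearly all actives have a fitted effect of over 45% in size; toxic huntingtin expression switched on by the ecdysone agonist tebufenozide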
#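 Huntington model: PC12 line, ecdysone-inducible HTTQ103 exon1–GFP, tebufenozide 100 nM. Test articles in a dose series. Endpoint luminescence from cellular ATP.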
# L3MBTL1 inh – inhibitors of human L3MBTL1 | actives 0.66% (n = 230,000) | Potency, µM (top dose mostly 57.1 µM), for inactives: at the highest dose activity, negative = inhibition, most hits filed as inhibitors | AlphaScreen L3MBTL1–H3K9me1 peptide binding | Q9Y468; note: % is set by controls: 0 for no effect and ±100 for the full control effect; nearly all actives have a fitted effect of over 60% in size
# Target sequence (Q9Y468 whole entry, looked up): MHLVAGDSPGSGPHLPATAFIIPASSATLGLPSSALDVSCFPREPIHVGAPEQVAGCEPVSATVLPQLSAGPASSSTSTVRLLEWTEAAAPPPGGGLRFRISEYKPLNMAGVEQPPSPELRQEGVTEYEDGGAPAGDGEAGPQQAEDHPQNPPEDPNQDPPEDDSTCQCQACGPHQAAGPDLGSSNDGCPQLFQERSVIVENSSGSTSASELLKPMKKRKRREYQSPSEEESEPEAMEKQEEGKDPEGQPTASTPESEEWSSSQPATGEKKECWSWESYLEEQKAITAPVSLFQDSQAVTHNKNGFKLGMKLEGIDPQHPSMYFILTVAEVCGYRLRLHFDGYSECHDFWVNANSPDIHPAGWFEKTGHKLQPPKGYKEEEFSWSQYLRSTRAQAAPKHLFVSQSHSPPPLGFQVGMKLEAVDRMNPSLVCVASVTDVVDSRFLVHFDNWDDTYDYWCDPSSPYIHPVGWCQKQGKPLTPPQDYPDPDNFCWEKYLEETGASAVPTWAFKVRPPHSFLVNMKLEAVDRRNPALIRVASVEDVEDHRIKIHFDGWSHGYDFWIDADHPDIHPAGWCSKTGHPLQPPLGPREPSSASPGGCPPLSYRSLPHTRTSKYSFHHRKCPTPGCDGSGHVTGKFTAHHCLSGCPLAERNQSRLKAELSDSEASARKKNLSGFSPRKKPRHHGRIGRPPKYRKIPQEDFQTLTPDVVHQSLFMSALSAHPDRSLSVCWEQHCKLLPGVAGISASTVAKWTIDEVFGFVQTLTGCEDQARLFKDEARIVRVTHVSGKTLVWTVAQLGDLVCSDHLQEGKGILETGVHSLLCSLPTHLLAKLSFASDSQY
#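 AlphaScreen proximity signal between nickel-chelate acceptor and streptavidin donor beads (final 10 ug/mL) reports binding of 50 nM L3MBTL1 to 75 nM biotin-H3 K9me1 peptide; complex incubated with compounds 30 min at room temperature; cefsulodin titration as control.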
# * = called active by the depositor; i = inactive; ? = inconclusive; / = no result given; [ ] = remark or other dose. Unless noted, calls come from the whole dose curve; as a rule, active = well fitted curve in the direction sought with a large enough effect; inconclusive = small, poorly fitted or top-dose-only effect, or another doubt; inactive = no such curve, though single readings can be large; an effect the other way counts as inactive or inconclusive. Potency is the fitted concentration of half-maximal effect. A portion of the library, so the mix of outcomes need not match the whole.
SMILES,TR SRC2 fluor cs,TRb-SRC2 inh,Tau fluor cs,Tau fibril FP,Tau ThT inhib,RECQ1 helicase,HTT ATP protect,L3MBTL1 inh
CCSc1ccccc1C(=O)Nc1ccc(-c2nc3ccccc3s2)c(O)c1,-3%,2%,-21%,-15%,?,/,/,/
Nc1nc(CSC(=S)N2CCN(c3ccccc3)CC2)nc(Nc2ccccc2)n1,-2%,2%,2%,10%,6%,8%,14%[10 µM],-26%
Cc1cc(=O)oc2c(CN3CCN(C)CC3)c(O)c(Cl)cc12,0%,7%,1%,-2%,-4%,-4%,17%[10 µM],-1%
O=C(CN1CCOCC1)Nc1ccc2c(c1)OC(F)(F)O2,0%,-7%,-5%,-1%,-8%,-8%,20%[10 µM],3%
CCOC(=O)C1=C(c2ccccc2)Nc2ncnn2C1c1cc(OC)ccc1OC (stereo unspecified),0%,8%,0%,1%,6%,-3%,28%[1.9 µM],2%
CCCn1c(Cc2ccccc2)nnc1SCC(=O)N1CCOCC1,-3%,1%,-6%,-1%,-11%,-8%,-3%,/
OC1CCCN(c2c3c(nc4cc(-c5cccc(Cl)c5)nn24)CCC3)C1 (stereo unspecified),-8%,2%,-8%,11%,-3%,-1%,-3%[10 µM],8%
CCn1cc(/C=N\NC(=O)c2ccc(F)cc2)cn1,-2%,-6%,-2%,5%,?,-16%,/,0%
COc1ccccc1-c1cc(C(=O)Nc2c(C)nn(Cc3ccc(Cl)cc3)c2C)no1,-19%,2%,-13%,1%,-3%,/,/,/
COc1cc(/C=N\n2cnnc2)ccc1OCC(=O)Nc1ccc(C)cc1,-2%,1%,-3%,-2%,-13%,0%,-14%,0%

# Entries from the list above containing an aryl thioether with sulfur outside any ring (2):
SMILES,TR SRC2 fluor cs,TRb-SRC2 inh,Tau fluor cs,Tau fibril FP,Tau ThT inhib,RECQ1 helicase,HTT ATP protect,L3MBTL1 inh
CCSc1ccccc1C(=O)Nc1ccc(-c2nc3ccccc3s2)c(O)c1,-3%,2%,-21%,-15%,?,/,/,/
CCCn1c(Cc2ccccc2)nnc1SCC(=O)N1CCOCC1,-3%,1%,-6%,-1%,-11%,-8%,-3%,/

# Continuation:
SMILES,TR SRC2 fluor cs,TRb-SRC2 inh,Tau fluor cs,Tau fibril FP,Tau ThT inhib,RECQ1 helicase,HTT ATP protect,L3MBTL1 inh
O=C(C1CC1)N1CCc2sccc2C1c1ccc(Cl)cc1 (stereo unspecified),-1%,-2%,-18%,-12%,-15%,i,13%[10 µM],4%
O=C(CCC(=O)OC(C(=O)c1ccccc1)c1ccccc1)Nc1ccccc1 (stereo unspecified),-3%,-10%,-13%,-11%,-6%,-11%,-1%,/
Cc1c(Cl)cccc1NC(=S)NNc1ncc(C(F)(F)F)cc1Cl,-5%,-2%,-20%,6%,-17%,-18%,-64%[inhibitor],/
COc1ccc(-n2nc3c(N4CCCC(C(=O)NCCc5ccccc5C)C4)nnc(C)c3c2C)cc1 (stereo unspecified),3%,2%,22%,0%,6%,/,/,/
O=C(c1cc(-c2ccc(O)cc2)on1)N1CCN(c2ccccc2)CC1,-1%,-1%,?,?,?,/,/,/
Cc1ccc(S(=O)(=O)c2cc3ccccc3oc2=Nc2ccc3c(c2)OCO3)cc1,-3%,0%,-24%,2%,-10%,-14%,-6%,-3%
CCC(=O)N1CCc2cc(S(=O)(=O)NCCC(=O)Nc3ccc(N(CC)CC)cc3C)ccc21,-1%,-6%,-16%,-8%,?,/,/,/
O=C1NN(c2ccccc2)C(=O)/C1=C/c1coc2ccccc2c1=O,1%,-3%,9%,-1%,11%,-3%,-4%[10 µM],-9%
Cn1ccnc1C(O)c1ccc(OCc2ccccc2)cc1 (stereo unspecified),2%,-2%,-1%,?,-8%,i,-12%,/
CCCOC(=O)CCCC[C@H]1SC[C@@H](NC(=O)OC)[C@H]1NC(=O)OC,4%,-2%,-1%,-2%,1%,4%,27%[10 µM],-9%

# Of the compounds above, two have two or more sulfur atoms.
SMILES,TR SRC2 fluor cs,TRb-SRC2 inh,Tau fluor cs,Tau fibril FP,Tau ThT inhib,RECQ1 helicase,HTT ATP protect,L3MBTL1 inh
CCSc1ccccc1C(=O)Nc1ccc(-c2nc3ccccc3s2)c(O)c1,-3%,2%,-21%,-15%,?,/,/,/
Nc1nc(CSC(=S)N2CCN(c3ccccc3)CC2)nc(Nc2ccccc2)n1,-2%,2%,2%,10%,6%,8%,14%[10 µM],-26%

# (more compounds)
SMILES,TR SRC2 fluor cs,TRb-SRC2 inh,Tau fluor cs,Tau fibril FP,Tau ThT inhib,RECQ1 helicase,HTT ATP protect,L3MBTL1 inh
CCOC(=O)c1cnc(SC)nc1Sc1ccc(Cl)cc1Cl,-1%,-5%,-26%,-15%,-25%,-2%,-22%,/
CCN(CC)c1ncc(C)c(=O)[nH]1,1%,7%,3%,3%,-6%,-7%,-3%[10 µM],2%
CN(C)CCCN1C(=O)CSC1c1ccc([N+](=O)[O-])cc1 (stereo unspecified),-5%,-5%,8%,-3%,9%,i,/,0%
Oc1ccc(N2CCN(c3nc(-c4cccs4)nc4ccccc34)CC2)cc1,-2%,0%,14µM*[quencher],5%,/,?,-2%[10 µM],/
CCn1nc(C)c(NC(=O)/C=C/c2ccc(OC)c(COc3ccc(Br)cc3)c2)c1C,-3%,8%,-1%,0%,0%,2%,-31%[10 µM],-5%
Cn1cccc1-c1cc(C(=O)O)[nH]n1,0%,-5%,4%,5%,1%,9%,1%,-10%
c1ccc(CN2CCN(C(c3ccccc3)c3nnnn3Cc3ccccc3)CC2)cc1 (stereo unspecified),-1%,-9%,-14%,-12%,-16%,-4%,9%[1.9 µM],-5%
CN1c2ccccc2C(C)(C)C12C=Nc1c(cc(N3CCOCC3)c3ccccc13)O2 (stereo unspecified),-8%,?,?,-4%,?,i,-26%,-2%
C=CCSc1nc2sc(-c3ccccc3)cc2c(=O)n1N,-6%,1%,-1%,-1%,-6%,i,-27%,3%
COc1ccc(N2C(=O)CC2(C#N)c2ccc(OCc3ccccc3)cc2)cc1 (stereo unspecified),0%,7%,-4%,11%,-6%,-16%,/,-2%
C#CCCOC(=O)N1C2=NC(C(=O)OC)=C(C(=O)OC)[C@@H]3Nc4ccccc4[C@]23C[C@H]1C(=O)OC,-3%[11.2 µM],4%[11.2 µM],-2%[11.6 µM],-8%[11.6 µM],1%[11.5 µM],-8%[11.5 µM],5%[10 µM],/
COc1ccc(-c2[nH]ncc2CN2CCC(c3ccncc3)CC2)cc1F,2%,2%,-4%,-5%,-1%,-3%,24%[10 µM],-3%
Cn1c(NNC(=O)c2ccccc2F)cc(=O)n(C)c1=O,-1%,-5%,7%,-2%,/,-4%,-1%[10 µM],/
CCOC(=O)CCC(=O)Nc1ccc(S(=O)(=O)N2CCCCC2)cc1,0%,-7%,-13%,0%,-5%,-10%,0%[10 µM],4%
COc1ccc(N2C(=O)C(CC(=O)Nc3ccccc3)N(Cc3ccc4c(c3)OCO4)C2=O)cc1 (stereo unspecified),3%,-14%,-5%,3%,10%,i,-17%,40%[activator]
CC(=O)c1cccc(S(=O)(=O)N2CCC(C(=O)O)CC2)c1,0%,-5%,0%,-7%,0%,i,-16%,-5%
O=C(c1cccc(NS(=O)(=O)c2cccc(F)c2)c1)N1CCN(c2ccccc2)CC1,-3%,-11%,-18%,0%,-10%,-1%,2%[10 µM],10%
CCOC(=O)CSc1nc2c(c(=O)n(C)c(=O)n2C)n1CCCc1ccccc1,-2%,8%,3%,2%,4%,-1%,-12%,6%
Fc1ccccc1COc1ccc(-c2nnn(Cc3ccccc3F)n2)cc1,-1%,-15%,-22%,3%,-12%,?,?,/
CCCOC(=O)CSc1nnc(-c2ccccc2)o1,-2%,-6%,4%,0%,2%,/,/,/
Cc1nn(-c2ccccc2)c(Cl)c1C1C(C#N)=C(N)Oc2c1c(C)nn2-c1ccccc1 (stereo unspecified),-2%,-20%,?,-8%,?,-2%,-11%,-13%
COc1ccc(-n2ccnc2SCC(=O)NO)cc1,-1%,-1%,5%,-3%,7%,-17%,17%,/
CCOc1cc(S(=O)(=O)NC2CC2)c(OCC)cc1-n1cnnn1,0%,-7%,-7%,-6%,-8%,i,12%,/
Cc1nc2sc(C(=O)c3ccccc3)c(N)c2c(C)c1C,-1%,-5%,-14%,-5%,1%,-10%,-24%,/
CC1CCN(S(=O)(=O)c2ccc3nc(Nc4ccc(C#N)cc4)ccc3c2)CC1,-2%,6%,?,14µM*,?,/,/,/
CC(=O)OC(C)CS(=O)(=O)c1ccccc1 (stereo unspecified),-5%,-5%,-3%,6%,-1%,-1%,-12%,/
COc1ccccc1Nc1nc(N)nc(CSC(=S)N2CC(C)CC(C)C2)n1 (stereo unspecified),5%,12%,6%,-1%,8%,-3%,42%[10 µM],-6%
CCc1cc(C(=O)N2CCCC(C(=O)c3cccc4ccccc34)C2)n(C)n1 (stereo unspecified),-2%,-2%,-7%,-1%,-10%,0%,11%,1%
COC(=O)C1=C(C)N(C)C(=S)NC1c1c(OC)ccc2ccccc12 (stereo unspecified),-4%,-8%,-13%,-12%,-15%,i,10%[10 µM],-20%
O=C(CN(c1ccc(Cl)cc1)S(=O)(=O)c1ccc(Cl)c([N+](=O)[O-])c1)NCCc1ccc(F)cc1,-3%,-4%,-10%,-6%,-2%,-1%,20%[10 µM],3%
COc1ccc(CCNC(=O)C2(c3cccs3)CCOCC2)cc1,-2%,-7%,3%,-1%,0%,/,/,/
Cn1c(/C(C#N)=C(\O)COc2ccc3ccccc3c2)nc2ccccc21,-2%,5%,6%,2%,5%,-1%,-22%[10 µM],-7%
O=C(OCc1ccccc1)C1=NNC2C(=O)N(c3ccccc3)C(=O)C12 (stereo unspecified),-4%,1%,7%,4%,10%,-1%,12%[10 µM],9%
COc1ccc(Cl)cc1NC(=S)N(CCCN1CCOCC1)Cc1cn(C)c2ccccc12,0%,9%,?,5%,-13%,-8%,-54%[inhibitor][10 µM],-13%
COC(=O)C(C(=O)OC)=C(/C=C/C=C/N(C)C)N(C)C,17%,-10%,-5%,-6%,?,-16%,1%[10 µM],-13%

# Compound activity (PubChem)
